mHTT CaM bind – mHTT-calmodulin interaction abrogation. P42858. AlphaScreen His-mHTT/GST-CaM binding, luminescence. inhibition, % at 15 µM. 3.6% of 190,000 active;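 note: 0% = both proteins with DMSO and 100% = one protein alone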
Pf apPOL block – Pf-apPOL DNA polymerase inhibition; 0.25% of 210,000 active; Recombinant Pf-apPOL, molecular beacon fluorescence, 1.5 h; inhibition, % at 10 µM; AID 1794808
The depositor's hits bear a star; i = inactive; . = not tested or not shown; & = joins results of further samples. Cut-off read from the data, not from the text of the source: active = inhibition above about 50%; inactive = the rest.

SMILES	mHTT CaM bind	Pf apPOL block
CC(=O)c1ccc(NC(=O)C2CC(=O)N(c3ccc(F)cc3)C2)cc1 (stereo not drawn)	11.3	7.1
COc1cc(OC)c(OC)cc1/C=N/n1c(-c2ccncc2)n[nH]c1=S	i	.
CC(C)OCC(O)Cn1cnc2c1c(=O)[nH]c(=O)n2C (stereo not drawn)	-1.0	-5.5
COc1ccc(C2=N/C(=C\c3cccc(Cl)c3)C(=O)O2)cc1[N+](=O)[O-]	5.0	-2.2
COc1ccc2cc(C(=O)Nc3ccc(F)cc3)[nH]c2c1	8.2	-0.3
CC1CC(=O)NN=C1c1ccc(N2CCOCC2)c([N+](=O)[O-])c1 (stereo not drawn)	3.4	-6.0
Cc1ccccc1NC(=O)N1CCCN(c2ncccc2-c2nc(C(C)C)no2)CC1	-4.4	-9.9
CCOc1ccc2ncc(C#N)c(N3CCC(C(=O)NCc4ccccc4)CC3)c2c1	2.3	-2.1
O=C(Nc1cc(Cl)ccc1Cl)C1CN(C(=O)c2ccc(F)c(F)c2)C1	-12.8	-3.1
CCOc1ccc(CNC(=O)Cc2cn(C)c3ccccc23)cc1	8.0	-4.8
COc1ccccc1CN1COc2ccc3c(c2C1)OC(=Cc1cc(OC)c(OC)c(OC)c1)C3=O	8.0	-17.2
COc1cc(OC)c(N2C=C(C#N)S(=O)(=O)c3ccccc32)cc1Cl	-4.1	-1.5
CCCN(CCO)Cc1ccc(F)c(Br)c1	-3.6	-3.4
CC12CC(NC(=O)N1c1ccccc1F)c1ccccc1O2 (stereo not drawn)	-2.9	-2.8
NC(=O)c1c(NC(=O)Nc2ccccc2)sc2c1CCCC2	12.6	-9.1
O=C(CCCn1cnc([N+](=O)[O-])n1)Nc1ccc(F)c(Cl)c1	-1.0	-6.1
CCOC(=O)c1cnc(NNS(=O)(=O)c2ccc(Cl)cc2)nc1C(F)(F)F	.	-5.5
O=C(Cc1c[nH]c2ncccc12)NCc1ccc(Br)cc1	-11.0	-3.9
Cc1ccc(NC(=O)C2CCN(c3ncc(-c4ccccc4)cn3)CC2)cc1	-3.7	-2.8
Cc1c(F)cccc1NC(=O)C1CCCN(c2nnc3ccccn23)C1 (stereo not drawn)	7.6	-2.7
O=C1/C(=C/c2ccccn2)CN(Cc2ccccc2)C/C1=C\c1ccccn1	43.0	5.8
O=C(CN1CCc2ccccc2C1C(=O)N1CCCC1)N1CCC(Cc2ccccc2)CC1 (stereo not drawn)	67.8*	-9.0
O=C1OC(C2CCCCC2)=N/C1=C/c1ccc2c(c1)OCO2	-3.0	-5.5
Cc1ccc(NC(=O)Cc2ccccc2)c(C)c1	-11.7	-2.0
CN(C)c1ccc(CNC(=O)C2CCCN(c3ccc(N4CCOCC4)nn3)C2)cc1 (stereo not drawn)	3.2	-3.6

Two entries drawn at random from those above:
SMILES	mHTT CaM bind	Pf apPOL block
CN(C)c1ccc(CNC(=O)C2CCCN(c3ccc(N4CCOCC4)nn3)C2)cc1 (stereo not drawn)	3.2	-3.6
Cc1ccccc1NC(=O)N1CCCN(c2ncccc2-c2nc(C(C)C)no2)CC1	-4.4	-9.9

New compounds follow.
SMILES	mHTT CaM bind	Pf apPOL block
Cc1ccc(C(=O)NCCO)c(Cl)c1	-2.2	-6.5
CN(C)c1ccc(/C=C2\CCCC(C(=O)C(F)(F)F)=C2O)cc1	34.0	5.8
COc1c(O)ccc(/C=C(\C#N)c2nc3ccc(C)cc3[nH]2)c1[N+](=O)[O-]	49.0	1.6
CC1(C)CC(=O)C2=C(C1)Nc1ccccc1NC2c1cccs1 (stereo not drawn)	4.0&1.2	-3.3&-4.4
CC(C)C(=O)NCc1csc(C2CCCN(C(=O)c3c(F)cccc3F)C2)n1 (stereo not drawn)	-1.7	-2.9
CC(C)CNC(=O)c1nc2ccccn2c1-c1ccsc1	-0.4	-0.3
CC(=O)Nc1cccc(N2CC(C(=O)Nc3ccc(C(F)(F)F)cc3)CC2=O)c1 (stereo not drawn)	-8.4	-4.0
CCN1C(=O)CC(NCCc2ccc(S(N)(=O)=O)cc2)C1=O (stereo not drawn)	-3.5	19.8
CC(=O)Nc1nc(-c2cc3ccccc3oc2=O)c(C)s1	-1.0	0.2
COc1ccc(S(=O)(=O)N=C2C=C(Nc3ccccc3OC)C(=O)c3ccccc32)cc1	91.0*	0.2
CCN1CCN(CC2CCN(S(=O)(=O)c3ccc4c(c3)CCC4)CC2)CC1	-0.8	-5.0
O=[N+]([O-])c1ccc(N2CCN(Cc3ccc(Br)o3)CC2)cc1	3.8	-7.1
COCC(=O)N1CCC(c2cnn(-c3cccc(C)c3)c2)CC1	-1.4	-1.8
O=c1c(Oc2ccccc2F)coc2cc(OCc3cnn(-c4ccccc4)c3)ccc12	-1.0	4.5
Oc1c(Cl)cc(Cl)cc1CNc1ccc(F)c(F)c1	100.3*	-0.4
Cc1cccc(C)c1NC(=O)c1cc2c(=O)n3cccc(C)c3nc2s1	-4.0	1.8
CCCCN1C(=O)C(C)(C(=O)Nc2ccc(C)cc2C)Oc2cccnc21 (stereo not drawn)	-9.3	0.1
Cc1cccc(-c2nnc(NC(=O)c3ccc(S(=O)(=O)N4CCCCC4)cc3)s2)c1	-7.1	-1.2
NCCNC(=O)c1nonc1N	-4.9	.
CCOc1ccc(Br)cc1/C=C1\Sc2ccccc2C1=O	-1.0	-4.1
COc1ccc2nc(N3CCC(C(=O)NCCC(C)C)CC3)sc2c1	5.0	-0.3
COc1ccc(CC(=O)N2CC3CC2CC3NC(=O)c2ccccc2)c(Cl)c1 (stereo not drawn)	7.5	-4.4
Cc1cc(C)n(CCNC(=O)CCCc2ccccc2)n1	-15.2	-4.8
COc1ccc(Br)cc1C(=O)Nc1ccc(NC(C)=O)cc1	7.6	-5.6
CCCCONC(=NS(=O)(=O)c1ncn[nH]1)Nc1nc(C)cc(C)n1	-7.9&6.0	-1.3

Next compounds follow:
SMILES	mHTT CaM bind	Pf apPOL block
CN(C)C(CNC(=O)C(=O)Nc1nccs1)c1cccs1 (stereo not drawn)	-1.3	-5.4
CCc1ccc(-c2[nH]ncc2CN2CCCC2c2cc(CC)no2)cc1 (stereo not drawn)	29.4	-2.9
O=C1OC(c2ccc3c(c2)OCO3)=N/C1=C\c1ccc2c(c1)OCO2	12.0	12.1
O=C(NCc1ccc(Cl)cc1)c1ccc(Oc2nccnc2N2CCSCC2)cc1	-0.9	-24.0
O=C(Nc1ccc(F)cc1F)c1ccc2ncsc2c1	-12.3	-1.7
COc1ccc(C(CC(=O)N2CCN(c3ccccc3)CC2)c2c(O)cc(OC)cc2OC)cc1 (stereo not drawn)	34.4	-2.7
CCC(=O)NCc1nc2c(n1CC)CN(C(=O)c1ccccc1OC)CC2	7.9	-9.0
Fc1cc(F)cc(CN2CCCN(c3ncccc3-c3nc(C4CC4)no3)CC2)c1	-53.9	-3.0
CCN(Cc1cc(-c2ccc(F)cc2)on1)C(=O)c1ccccc1Cl	8.6	-2.9
COCCNC(=O)c1ccc(N(Cc2ccccc2)S(C)(=O)=O)cc1	2.0	-2.0
CCOc1cc(C(=O)Nc2cccc(-c3nc4ncccc4o3)c2C)cc(OCC)c1OCC	-3.0	-3.7
O=[N+]([O-])c1ccc2c(c1)Nc1nc3ccccc3nc1N2	19.4	-5.1
CN1CCC2(CC1)CN(C(=O)c1ccccc1)CC2c1nc(-c2ccccc2)no1 (stereo not drawn)	5.7	-14.1
CCOCCCNC(=O)C1(C)CCC(=O)N1c1ccccc1CC (stereo not drawn)	1.0	-6.8
COC(=O)c1ccc(OCC2c3cc(OC)c(OC)cc3CCN2C(=O)c2cccc(Cl)c2)cc1 (stereo not drawn)	36.3	1.0
COc1ccccc1NC(=O)C1CCN(c2cncnc2N2CCOCC2)CC1	4.0	-2.8
COc1ccc2c(c1)CN(CCc1ccc(Cl)cc1)CO2	31.0	-10.1
COCCn1c(C2CCN(S(=O)(=O)c3ccc(C(C)(C)C)cc3)C2)nc2cccnc21 (stereo not drawn)	-4.5	-3.9
COc1ccc(S(=O)(=O)Nc2ccccc2OC)cc1	-11.0	8.1
COc1ccc(CN2CCCCC2c2nncn2CC2CC2)c(OC)c1 (stereo not drawn)	-3.2	-0.8
Cc1cccc(NC(=O)c2ccc(F)cc2[N+](=O)[O-])c1C	0.8	1.2
CS(=O)(=O)N(Cc1ccccc1)c1ccc(C(=O)NCC2CCCO2)cc1 (stereo not drawn)	3.5	-5.1
CCC(=O)Nc1ccc(NC(=O)COc2ccc(C)c(C)c2)cc1	-5.4	-9.2
N#Cc1ccc(S(=O)(=O)N2CCc3c(nc(-c4ccc(F)cc4)[nH]c3=O)C2)cc1	3.1	-3.0
Brc1ccc(-c2csc(Nc3ccccc3)n2)cc1	14.0	.

Next results:
SMILES	mHTT CaM bind	Pf apPOL block
CCCSc1ncc(C#N)c(N)n1	-5.9	.
COC(=O)C1CN(Cc2cn(Cc3ccc(C)cc3)nn2)CCS(=O)(=O)N1Cc1ccccc1 (stereo not drawn)	25.9	-1.0
COCc1cc(=O)[nH]c(Nc2nc3ccccc3s2)n1	3.0	0.7
COC(=O)c1ccc2c(c1)C(=O)C(=Cc1cc(OC)ccc1OC)O2	13.5	-1.8
COc1cc(OC)cc(C(=O)Nc2ccc(NC(=O)c3cccs3)cc2)c1	-3.0	1.5
CCCCN1C(=O)C(C)(C(=O)NCc2ccco2)Oc2cccnc21 (stereo not drawn)	-2.1	-7.9
CCOc1ccc(C(=O)Nc2c3c(nn2-c2ccccc2C)CS(=O)(=O)C3)cc1OCC	1.0	-3.7
Cc1ccc(N2C(=O)CC(NC3CCCC(C)C3C)C2=O)cc1 (stereo not drawn)	-1.7	-10.4
O=C(c1ccccn1)N1CCC(CCOc2ccccc2F)CC1	-1.4	-5.4
O=C(CN1CCN(c2ccccn2)CC1)Nc1ccc(Cl)c(C(F)(F)F)c1	31.0	-3.4
COc1ccc(NC(=O)C2CC(=O)OC23CCCCC3)c(OC)c1 (stereo not drawn)	-2.0	-2.6
O=C(Cn1cccc1-c1nnc(C2CC2)o1)Nc1cccc(F)c1	-1.1	1.9
COc1ccc(-c2noc(C3CCN(CC(=O)Nc4cc(Cl)ccc4C)CC3)n2)cc1	3.5	-3.2
O=C(N=Nc1c(O)[nH]c2ccc(Br)cc12)c1ccco1	.	79.5*
Cc1ccc(C(=O)N2CCN(C3=NC=CN4C3=NCC4C)CC2)cc1F (stereo not drawn)	5.4	-13.6
Cc1ccc(C)c(NC(N)=Nc2nc(C)cc(C)n2)c1	-6.1	2.3
CN1C(=O)NC2C1N(S(C)(=O)=O)CCN2S(C)(=O)=O (stereo not drawn)	3.0	-1.0
Cc1noc(CNC(=O)C2CCN(C(=O)CCc3c(C)noc3C)CC2)n1	-19.4	-1.2
COc1cccc(N=Cc2cc(Br)ccc2O)c1	13.0	-9.7
CN(C)c1ccc(C2Nc3ccccc3NC3=C2C(=O)CC(c2cccs2)C3)cc1 (stereo not drawn)	42.0	2.5

Molecules shown so far that contain a Cl atom, in the order listed:
SMILES	mHTT CaM bind	Pf apPOL block
COc1ccc(C2=N/C(=C\c3cccc(Cl)c3)C(=O)O2)cc1[N+](=O)[O-]	5.0	-2.2
O=C(Nc1cc(Cl)ccc1Cl)C1CN(C(=O)c2ccc(F)c(F)c2)C1	-12.8	-3.1
COc1cc(OC)c(N2C=C(C#N)S(=O)(=O)c3ccccc32)cc1Cl	-4.1	-1.5
O=C(CCCn1cnc([N+](=O)[O-])n1)Nc1ccc(F)c(Cl)c1	-1.0	-6.1
CCOC(=O)c1cnc(NNS(=O)(=O)c2ccc(Cl)cc2)nc1C(F)(F)F	.	-5.5
Cc1ccc(C(=O)NCCO)c(Cl)c1	-2.2	-6.5
Oc1c(Cl)cc(Cl)cc1CNc1ccc(F)c(F)c1	100.3*	-0.4
COc1ccc(CC(=O)N2CC3CC2CC3NC(=O)c2ccccc2)c(Cl)c1 (stereo not drawn)	7.5	-4.4
O=C(NCc1ccc(Cl)cc1)c1ccc(Oc2nccnc2N2CCSCC2)cc1	-0.9	-24.0
CCN(Cc1cc(-c2ccc(F)cc2)on1)C(=O)c1ccccc1Cl	8.6	-2.9
COC(=O)c1ccc(OCC2c3cc(OC)c(OC)cc3CCN2C(=O)c2cccc(Cl)c2)cc1 (stereo not drawn)	36.3	1.0
COc1ccc2c(c1)CN(CCc1ccc(Cl)cc1)CO2	31.0	-10.1
O=C(CN1CCN(c2ccccn2)CC1)Nc1ccc(Cl)c(C(F)(F)F)c1	31.0	-3.4
COc1ccc(-c2noc(C3CCN(CC(=O)Nc4cc(Cl)ccc4C)CC3)n2)cc1	3.5	-3.2

Screening data (PubChem)
